Assay outcomes deposited in PubChem by Sanford-Burnham Center for Chemical Genomics.
TAG inh: triacylglycerol accumulation inhibition. H9c2 cells, Nile Red lipid (TAG) fluorescence; cells loaded with 200 µM oleic acid. inhibition, % at 12.5 µM. hit rate 0.66% among 230,000. AID 651582;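 active = pattern-corrected inhibition of lipid staining of at least 50% with the nuclear-stain viability signal not falling by more than 50%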;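 note: 0% = DMSO wells and 100% = triacsin C control wells; some results filed as inactive read as strong as hits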
TAG inh DAPI viability: second read-out of TAG inh, no call of its own (marks repeat the call); DAPI nuclei signal change (viability), lower = more cytotoxic, %;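 whole-well DAPI fluorescence read on a plate reader as a viability signal; minus 50 percent equals half of cells still viable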
An asterisk follows results filed as active; & = joins results of further samples. Only part of the results is shown (hit frequency here may not be typical).

Screens in order – TAG inh DAPI viability | TAG inh
- CCC1CCCCN1C(=O)CSc1nc(N)c(NC(=O)c2ccc(OC)c(OC)c2)c(=O)[nH]1 (configuration not stated)
  -3 | 6
- Cc1ccc(N2CC(C(=O)Nc3ccccc3C(=O)N3CCOCC3)CC2=O)cc1 (configuration not stated)
  -1 | -7
- CC(=O)N1c2ccc(F)c(F)c2C[C@H]1C
  -9 | 8
- FC(F)(F)c1nc2ccccc2[nH]1
  -1 | -3
- COC(=O)c1cn(NC(=O)c2ccc([N+](=O)[O-])cc2Cl)c(=O)c2ccccc12
  -10 | 24
- COc1ccc(C(CNC(=O)COc2ccccc2OC)N(C)C)cc1OC (configuration not stated)
  -15 | -8
- O=C(CC1CCCC1)NCCS(=O)(=O)N1CCN(c2ccc(F)cc2)CC1
  -3 | -13
- Nc1ccc(C(=O)O)c(O)c1
  2&4&13 | -3&-9&-9
- COc1ccc(CN2C(=O)CSC2c2ccccn2)cc1 (configuration not stated)
  0 | 7
- COc1cccc2c3c(c(=O)[nH]c12)CCC(C)(C)O3
  -8 | 16
- COc1ccccc1NC(=O)Nc1nc(CC(=O)Nc2cc(F)ccc2F)cs1
  -1 | 2
- O=S(=O)(NCCC1CC1(Cl)Cl)c1ccc(Cl)cc1 (configuration not stated)
  -5 | -2
- CCOc1ccc(N2C(=O)C3ON(c4ccccc4)C(c4cccs4)C3C2=O)cc1 (configuration not stated)
  -2 | -2
- C/C(=N\NC(=O)CCc1ccc(S(=O)(=O)N2CCOCC2)cc1)c1ccccc1Cl
  -11 | 3
- CSc1ncccc1C(=O)NCC(c1ccco1)N1CCCCC1 (configuration not stated)
  5 | -7
- O=C(CC1(O)C(=O)Nc2ccccc21)c1ccc(-n2cnnn2)cc1 (configuration not stated)
  3 | -12
- CCCCCCCCC(NC(=O)c1ccc(C#N)cc1)C(=O)NCCC (configuration not stated)
  3 | -63
- COC(=O)/C(C#N)=C/c1c(Oc2cccc(C)c2)nc2ccccn2c1=O
  0 | -10
- CCOCCCNC(=O)c1ccc2c(c1)N=C(CC)c1cc(Br)ccc1S2
  -22 | 41
- O=C(NCc1ccc(Cl)cc1)C(=O)NCC1OCCN1C(=O)c1ccc(Cl)cc1 (configuration not stated)
  -5 | 5
- CC[C@@H](C(=O)[C@@H](C)[C@@H](O)[C@H](C)[C@@H]1O[C@@H]([C@@H](CC)C(=O)O)CC[C@@H]1C)[C@H]1O[C@]2(C=C[C@@H](O)[C@]3(CC[C@@](C)([C@H]4CC[C@](O)(CC)[C@H](C)O4)O3)O2)[C@H](C)C[C@@H]1C
  -34 | 5
- Cc1ccc2nc(-c3ccccc3)c(CN3CCN(c4ccccc4F)CC3)n2c1
  -1 | -11
- Cc1cc(C)cc(-c2nnc(SCC(=O)c3c(N)n(C4CC4)c(=O)[nH]c3=O)o2)c1
  2 | -35
- O=C(Nc1ccon1)c1ccccc1Cl
  -2 | 5
- O=C(Nc1cccnc1)c1cc2cc(Br)ccc2oc1=O
  8 | -8
- COc1ccccc1CNc1nc2cc(-c3sccc3C)sc2c(=O)n1C
  0 | -4
- Cn1cc(Br)c(-c2cccc(NC(=O)CCC(=O)O)c2)n1
  3 | 0
- CC1CCCCC1NS(=O)(=O)CCNC(=O)c1ccccc1 (configuration not stated)
  3 | -1
- CCn1nc(C)cc1C(=O)Sc1cccc(Cl)c1
  4 | 1
- CCn1c(SCC(=O)NCC2CCCO2)nnc1-c1ccc(Cl)cc1 (configuration not stated)
  14 | -7
- N#Cc1ccc(S(=O)(=O)NCC(=O)OCC(=O)N2CCCC2=O)cc1
  -2 | 7
- CCN(CC)c1ncnc2sc(C(=O)N3CCN(c4ccccc4)CC3)c(C)c12
  1 | 5
- Cc1cc(F)ccc1NC(=O)c1cc(S(=O)(=O)N2CCOCC2)cn1C
  -4 | 11
- COc1ccc(-c2ccc(C)cc2)cc1[C@H]1[C@@H]2C=CCC[C@@]2(C)C(=O)N1Cc1ccccc1
  -3 | 11
- Cc1ccc(S(=O)(=O)N2CCN(C(=O)c3ccccc3Cc3ccccc3)CC2)c(C)c1
  -7 | -24
- C=CCc1ccc(OCC(O)CN2CCC(Cc3ccccc3)CC2)c(OC)c1 (configuration not stated)
  8 | 12
- Cc1ccc(Cl)cc1N1CCN(C(=O)C2CCN(S(=O)(=O)c3cnc[nH]3)CC2)CC1
  -8 | 23
- Nc1nonc1-c1nc2ccccc2n1Cc1ccccc1
  17 | 16
- Cc1cc(CSc2ccccc2)ccc1NC(=O)c1cccc([N+](=O)[O-])c1
  1 | -8
- Cc1ccccc1C(=O)NC(=S)N(C)C1CCCCC1
  -1 | 12
- CCc1noc(C)c1C(=O)NNC(=O)c1ccc(N(CC)CC)cc1
  -22 | 23
- C/C(=N\N1C(=O)c2ccccc2NC1c1ccco1)c1ccccc1O (configuration not stated)
  -3 | 20
- CCOc1ccc(S(=O)(=O)NN=C(C)c2cccnc2)cc1
  -4 | -7
- Cc1cc(Oc2ncccc2[N+](=O)[O-])c2cc(Cl)ccc2n1
  8 | -3
- Cc1ccc(SCC(=O)NNC(=O)c2cncc(Br)c2)cc1
  10 | -1
- CC(=O)C1C(=O)c2c(cccc2[N+](=O)[O-])C1=Nc1ccc(S(N)(=O)=O)cc1 (configuration not stated)
  -11 | 12
- O=C(NCc1ccco1)c1cc(-c2ccccc2)nn1CC1CC(c2cccc([N+](=O)[O-])c2)=NO1 (configuration not stated)
  -4 | 6
- CC(=O)N1CCN(C(=S)Nc2ccc(SC(F)F)cc2)CC1
  5 | 5
- Nn1c(SCC(=O)Nc2ccc3c(c2)OCCO3)nnc1-c1cccnc1
  3 | 14
- O=C(Nc1cccc(S(=O)(=O)N2CCCCC2)c1)c1cccs1
  -1 | -9
- CN(CC(=O)Nc1cc(C(F)(F)F)ccc1-n1cncn1)Cc1ccccc1N1CCOCC1
  -1 | 4
- CCOC(=O)/C=c1\s/c(=C\c2c(OCC)ccc3ccccc23)c(=O)n1CC(=O)NCC1CCCO1 (configuration not stated)
  -5 | 15
- O=S(=O)(c1cc(Cl)sc1Cl)N1CCCC1
  4 | -7
- Cc1ccccc1CCNC(=O)C1CC(O)CN1C(=O)Nc1ccccc1 (configuration not stated)
  3 | -1
- Cc1cccc(C)c1NC(=O)COn1nnc2ccc(C(F)(F)F)cc21
  -6 | 4
- CN(C)c1ccc(/C=C/CNC[C@H]2O[C@@H](n3ccc(N)nc3=O)[C@H](O)[C@@H]2O)cc1
  6 | 3
- Cc1cc(C)nc(/N=C(\N)Nc2ccc(C(C)C)cc2)n1
  -7 | 2
- Cc1nnc(Nc2ccc(Cl)cc2)s1
  -2 | -14
- c1cc(-c2ccc3c(c2)CCO3)n2cnnc2c1
  -5 | -5
- O=C(Cn1cc(C(=O)c2ccco2)c2ccccc21)Nc1ccccc1F
  -2 | -1

Copied from the list.
For TAG inh, `Nn1c(SCC(=O)Nc2ccc3c(c2)OCCO3)nnc1-c1cccnc1` shows 14
For TAG inh, `O=C(Nc1cccc(S(=O)(=O)N2CCCCC2)c1)c1cccs1` shows -9
For TAG inh DAPI viability, `CCOc1ccc(S(=O)(=O)NN=C(C)c2cccnc2)cc1` shows -4
For TAG inh DAPI viability, `CN(C)c1ccc(/C=C/CNC[C@H]2O[C@@H](n3ccc(N)nc3=O)[C@H](O)[C@@H]2O)cc1` shows 6
For TAG inh DAPI viability, `CC(=O)N1CCN(C(=S)Nc2ccc(SC(F)F)cc2)CC1` shows 5

(more compounds)
Screens in order – TAG inh DAPI viability | TAG inh
- C=CCn1c(Cc2cccs2)nnc1SCC(=O)Nc1cc(OC)cc(OC)c1
  -16 | -19
- CC1CCCCC12NC(=O)N(CC(=O)NCC(=O)Nc1ccc(F)c(F)c1F)C2=O (configuration not stated)
  -3 | -11
- COc1ccc(N2CCN(C(C)C(=O)Nc3nnc(C)s3)CC2)cc1 (configuration not stated)
  3 | 1
- COC(=O)c1ccc(NC(=O)c2cn(-c3cccc(C)n3)cn2)cc1
  9 | -13
- O=C(Cn1[nH]c(=O)c2ccccc2c1=O)NCC1COc2ccccc2O1 (configuration not stated)
  1 | 0
- c1ccc(COc2ccc(OCCOCCn3cncn3)cc2)cc1
  4 | 12
- CCCSc1ccc([C@@H]2[C@H]3C(=O)N(CC)C(=O)[C@H]3[C@]3(C(=O)OC)CCCN23)cc1
  87 | 8
- CC(C)c1ccc(N=C2NN=C(c3cccs3)CS2)cc1
  1 | 6
- CS(=O)(=O)N(C(=O)NC(=O)NC12CC3CC(CC(C3)C1)C2)C1CCCCC1
  -8 | 9
- O=C(C1CCN(S(=O)(=O)N2CCOCC2)CC1)N1CCN(c2ccccc2F)CC1
  9 | 2
- CCOc1cc(/C=N/NC(=O)c2ccncc2)ccc1OC(=O)c1ccco1
  -6 | 13
- Cc1ccc([N+](=O)[O-])cc1NC(=S)NCCc1ccccc1
  2 | -12
- CN1CCN(C(=O)C2=C[C@@H](c3ccc(C(F)(F)F)cc3)C[C@@H](OCc3ccc(CO)cc3)O2)CC1
  1 | -5
- COCCn1c(C)nc2oc3ccc(Br)cc3c(=O)c2c1=O
  3 | 0
- Nn1cnnc1N/N=C/c1ccc(F)cc1
  2 | 0
- CCCCN(C(=O)c1cnccn1)c1c(N)n(CCC)c(=O)[nH]c1=O
  -5 | -1
- O=C(O)c1ccc(N/N=C/c2cccc3nccnc23)cc1
  -13 | 6
- Cc1nc(C(=O)Nc2ccc(Cl)cc2)sc1C1(C)CC(c2ccccc2)=NO1 (configuration not stated)
  0 | 21
- CC12COC3(P(=O)(c4ccccc4)c4ccccc4)CC1CCC23CP(=O)(c1ccccc1)c1ccccc1 (configuration not stated)
  3 | -1
- CCn1cc(C2C3=C(CC(C)(C)CC3=O)N(c3ccc(C)cc3)C3=C2C(=O)CC(C)(C)C3)c(C)n1
  -4 | 7

Another view of some results above:
| Molecule | TAG inh DAPI viability | TAG inh |
| --- | --- | --- |
| Cc1ccc([N+](=O)[O-])cc1NC(=S)NCCc1ccccc1 | 2 | -12 |
| COc1ccc(N2CCN(C(C)C(=O)Nc3nnc(C)s3)CC2)cc1 (configuration not stated) | 3 | 1 |

Other compounds follow.
Screens in order – TAG inh DAPI viability | TAG inh
- COc1ccc(OC)c(N/C(=N/C(=S)Nc2ccccc2)Nc2nc(C)cc(C)n2)c1
  -12 | -10
- O=C(Nc1ccc(Cl)cc1)Nn1cnnc1
  2 | 4
- COC(=O)c1c(NC(C)=O)sc(C(=O)Nc2ccccc2OC)c1C
  8 | 5
- O=C(NCCN1CCN(C(=O)c2cccc([N+](=O)[O-])c2)CC1)C(=O)NCc1ccc(Cl)cc1
  4 | 11
- O=C(c1cc2cc([N+](=O)[O-])ccc2oc1=O)N1CCN(C2CCCCC2)CC1
  -1 | -4
- Cc1c(N)cccc1-n1cnnn1
  0 | 0
- COc1ccc(C(=O)NCc2csc(C(C)C)n2)cc1OC1CCN(C(C)=O)CC1
  -10 | 2
- S=C(NCc1ccccn1)NN=Cc1ccccn1
  -4 | 35
- O=C(CCS(=O)(=O)Cc1ccccc1F)N1CCc2ccccc2C1
  1 | -1
- CCCCn1nc(C(=O)OCC(=O)Nc2sccc2C(N)=O)c2ccccc2c1=O
  -1 | -7
- CC(C)COc1ccc(-c2cc(C(=O)NN)[nH]n2)cc1
  -2 | 8
- CC1=CC(C)C2(COC(=O)Nc3ccccc3)COC(C)C1C2C (configuration not stated)
  2 | 5
- O=C(NCCC1=CCCCC1)N[C@@H](Cc1ccccc1)C(=O)O
  -7 | -17
- CCOC(=O)C1CCCN(C(=O)c2ccc(Cl)cc2)C1 (configuration not stated)
  3 | 0
- Cc1nc(-c2cccc(Cl)c2)n[nH]1
  2 | 0
- C=CCOC(=O)C1=C[C@@H](c2ccc(Br)cc2)C[C@@H](OCCCCO)O1
  0 | -6
- CC(=O)Nc1ccc(S(=O)(=O)NCC(=O)OCC(=O)Nc2sccc2C(N)=O)cc1
  5 | 16
- O=C(CCCN1C(=O)/C(=C\c2cccc(Br)c2)SC1=S)Nc1cccnc1
  -20 | 15
- Cc1ccc(C)c(NC(=S)N(C2CCCCC2)C(C)c2cccnc2)c1 (configuration not stated)
  10 | -8
- Cc1onc(-c2ccccc2)c1C(=O)Nc1nc(-c2ccccc2)cs1
  -11 | -9
- COc1ccc(CNC(=O)C[C@H]2C[C@H](C(=O)N(C(C)C)C(C)C)[C@@]3(C)c4[nH]c5ccc(Cl)cc5c4CCN3C2=O)cc1OC
  -2 | 38
- O=C(OCc1c(-c2ccccc2)ncc2ccccc12)c1ccccc1C(F)(F)F
  -4 | -18
- Fc1ccc(NC(=S)N2CCc3ccccc3C2)c(F)c1
  0 | 2
- N#Cc1ccc(-c2ccc(OCC(=O)Nc3cccnc3)cc2)cc1
  3 | -22
- Cc1ccc(S(=O)(=O)N2CCOCC2)cc1NC(=O)COC(=O)C1CCC1
  -2 | -7
- Cc1cc(C)c(Cn2c(=O)[nH][nH]c2=O)cc1Cn1c(=O)[nH][nH]c1=O
  9 | -6
- COc1ccc(S(=O)(=O)Nc2cccnc2)cc1
  -2 | -3
- CCOC(Cn1cc([N+](=O)[O-])c(=O)[nH]c1=O)OCC
  -1 | -4
- COc1ccc(C2(C)NC(=O)N(CC(=O)N(c3ccccc3)C3CCS(=O)(=O)C3)C2=O)cc1 (configuration not stated)
  -15 | 2
- COc1ccc(N2C(=O)C(CC(=O)O)S/C2=C\C(C)=O)cc1 (configuration not stated)
  -9 | 15
- O=C(Nc1ccccc1-c1nnn(CC(=O)N2CCCc3ccccc32)n1)c1ccc(Cl)cc1
  -4 | 42
- CCOC(=O)CCNC(=O)N1CCCC(CNS(=O)(=O)c2cccs2)C1 (configuration not stated)
  -4 | -1
- COc1cc(OC)cc(C(=O)Nc2cccc3c2CCCC3)c1
  1 | -13
- CC(C)C(=O)NC(=S)Nc1ccccc1C(F)(F)F
  -5 | -9
- COc1cc(C(=O)NC2CCCCC2)ccc1OCc1ccc(Cl)cc1Cl
  -5 | 4
- CCCOc1ccc(/C=C/C(=O)Nc2ccc([N+](=O)[O-])cc2C)cc1
  2 | 46
